mcGAS RapidFire – blocks mouse cGAS cGAMP production; inhibition, % at 12.5 µM; actives 0.18% (n = 130,000); AID 1259397; Q8C6L5; recombinant mouse cGAS, cGAMP by RapidFire MS;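 active = inhibition of cGAS enzyme activity at or above 60%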;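 also: enzyme stimulated by 45 bp dsDNA with ATP and GTP substrates; cGAMP share of summed cGAMP plus half ATP and half GTP signals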
Target sequence (Q8C6L5 whole entry, looked up): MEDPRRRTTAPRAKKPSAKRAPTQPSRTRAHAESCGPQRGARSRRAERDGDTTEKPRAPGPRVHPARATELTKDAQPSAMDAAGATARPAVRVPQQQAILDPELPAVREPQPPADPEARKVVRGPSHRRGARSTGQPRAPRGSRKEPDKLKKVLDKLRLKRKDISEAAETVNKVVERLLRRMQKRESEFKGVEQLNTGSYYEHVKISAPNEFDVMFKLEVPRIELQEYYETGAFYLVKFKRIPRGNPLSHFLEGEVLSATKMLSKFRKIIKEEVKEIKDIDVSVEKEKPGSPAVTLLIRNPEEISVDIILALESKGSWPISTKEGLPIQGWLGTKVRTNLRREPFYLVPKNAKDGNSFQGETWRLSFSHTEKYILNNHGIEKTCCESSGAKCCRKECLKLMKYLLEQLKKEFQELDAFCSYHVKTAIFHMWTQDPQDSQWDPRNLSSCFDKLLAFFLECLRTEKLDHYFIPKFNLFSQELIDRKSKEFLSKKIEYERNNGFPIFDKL
* hit, by the source's call; & = joins results of further samples.

Compound	mcGAS RapidFire
O=C(NC(c1ccccc1)c1cnccn1)C1CCN(CCc2ccccc2)CC1 (stereo unspecified)	-2.5
O=C(Cn1nc(-c2cccs2)ccc1=O)N1CCCc2ccccc21	-11.8
O=C(Cn1nnnc1CN1CCc2ccccc2C1)NC(c1ccccn1)C(F)(F)F (stereo unspecified)	-5.8&-0.9
O=C1CCC(NCC2CCN(C3CCCC3)CC2)CCN1CC1CC1 (stereo unspecified)	-6.6
CN(Cc1ccccc1O)C(=O)Cc1ccc2c(c1)OCO2	-3.9
CC(=O)Nc1ccc(NC(=O)C2Cc3ccccc3O2)cc1C (stereo unspecified)	-4.9
CC1(C(=O)N2CCN(C(=O)c3ccco3)CC2)CCN1Cc1ccccc1OC(F)F (stereo unspecified)	-4.6
COC(=O)C1=C(C)NC(C)=C(C(=O)OC)C1C(=O)OCc1csc(C)n1	-3.4
COC(=O)c1ccc(Cn2c(C)c(C(=O)NCc3ccc(OC)cc3)sc2=O)o1	-5.4
[Li+]	-10.7&-0.2
CC(=O)O[C@@H]1CC2C(C)(C)C(=O)C=C[C@]2(C)C2CC[C@@]3(C)[C@H](c4ccoc4)OC(=O)[C@H]4O[C@]43[C@@]21C (stereo partly specified)	-10.8
CNC(=O)c1cc(S(=O)(=O)N2CC(c3ccccn3)C2)cs1	-42.4
CCN1CC(CN(C)c2nc3nonc3nc2N(C)C)CC1=O (stereo unspecified)	3.4
Cc1ccc(Br)cc1S(=O)(=O)N(C)CCC#N	-30.4
O=C(CSc1nc2ccccc2c(=O)n1-c1ccccc1Cl)NC1CCS(=O)(=O)C1 (stereo unspecified)	-3.1
COC(=O)[C@@H](NC(=O)c1nc2ccccn2c1F)C(C)(C)C	-6.1
c1ccc2c(c1)CCOC2CNCC1COc2ccccc2O1 (stereo unspecified)	-11.0
COc1cc(C(C)=O)ccc1OCCCN1CCC(c2noc3cc(F)ccc23)CC1	4.4
O=C(NCc1ccc(S(=O)(=O)N2CCCCC2)cc1)c1ccco1	-3.1
O=C(CSc1nc2[nH]ncc2c(=O)[nH]1)Nc1nccs1	-5.6
CC(NCc1nc(Cc2ccccc2F)no1)c1cn2ccsc2n1 (stereo unspecified)	-18.3
COCC(C)NC(=O)CCc1nnc(CCC2CCCCC2)o1 (stereo unspecified)	-11.9
COc1ccc(N2C(=O)c3ccccc3NC23CCN(C(=O)c2ccc(Cl)nc2)CC3)cc1	-9.9
COc1ccc(OC)c2sc(N(Cc3ccccn3)C(=O)c3cc(C)n(C)n3)nc12	-5.5
CC(C)c1cc(=O)[nH]c(-n2nc(-c3cccs3)cc2NC(=O)c2ccc(F)cc2F)n1	-2.6
CC(=O)Nc1ccc(Cn2c(C)c(C(=O)N(C)Cc3ccc(F)cc3)sc2=O)cc1	-13.0
Cc1ccccc1C(=O)Nc1ccc(Cl)c(S(=O)(=O)N(C)C)c1	-11.8
O=C(c1ccc2oc(Cc3ccccc3)nc2c1)N1CCOc2ccccc2C1	1.4
CCN1CCCC1CNC(=O)C(NC(=O)C1CCC(C)CC1)C(C)C (stereo unspecified)	11.5
COc1ccc(C2=NN(c3ccccc3)C(c3ccc([N+](=O)[O-])cc3)C2)cc1 (stereo unspecified)	-1.8
O=C(CCn1cncn1)N1CCCC(CCc2ccccc2C(F)(F)F)C1 (stereo unspecified)	-5.9
COc1cc(N2CCC3(CC2)CNC(=O)O3)ncn1	-39.2
Cc1ccnc(Br)c1NC(=O)CCc1cn(C)nc1C	-11.3
CCn1c(C)cc(O)c(C(c2ccccn2)N2CCN(c3ccccn3)CC2)c1=O (stereo unspecified)	-7.9
O=C(Nc1nnc(-c2ccccc2Cl)s1)c1ccc(-c2ccccc2)cc1	12.7
COc1ccc(C(C)(C)C)cc1S(=O)(=O)N1CCNC(C(=O)O)C1 (stereo unspecified)	12.6
CC1CC1C(=O)NCCC(=O)Nc1ccc(N(C)C)cc1 (stereo unspecified)	-5.2
COc1cc(NC(=O)CN2CCC(n3ccnc3)C2)ccc1Cl (stereo unspecified)	0.1
CN(Cc1cnc(-c2ccccn2)nc1)Cc1cnn(-c2ccccc2)c1	-1.9
O=C(Cc1ccc(O)cc1)N1C[C@@H]2C3CCC(CC3)[C@@H]2C1	-16.4
Clc1ccc(CCC(Cn2ccnc2)Sc2c(Cl)cccc2Cl)cc1 (stereo unspecified)	2.0
Cc1cc(OCC(=O)NCCCC(=O)N2CCc3ccccc32)no1	-5.5
O=S(=O)(Oc1cccc(F)c1)c1ccc2c(c1)OCCCO2	-0.5
C=CCn1c(=NC(=O)C2=COCCO2)sc2cc(S(N)(=O)=O)ccc21	-9.2
O=C(CSc1ccccc1)N1CCCC(CO)(Cc2ccc(F)cc2F)C1 (stereo unspecified)	4.8
C=c1occc1=C1NN=C(SC2CCCCNC2=O)O1 (stereo unspecified)	14.9
CC1=NNc2nc3c(c(=O)n(Cc4ccccc4Cl)c(=O)n3C)n2C1C (stereo unspecified)	3.8
CC1CCCCN1C(=O)c1ccc(COc2ccc([N+](=O)[O-])cc2)o1 (stereo unspecified)	-24.4
Cc1nc(NC(CCn2cncn2)c2ccccc2)c2ccsc2n1 (stereo unspecified)	-10.3
CCOc1ccc(Cc2nnc(Nc3ccc(C)cc3C)[nH]c2=O)cc1	-7.1

The results go on.
Compound	mcGAS RapidFire
Cc1c(CN(C)c2ccnc(C(=O)NCc3ccco3)c2)cnn1C	6.9
CC(=O)OCc1ccc(C)c(NS(=O)(=O)c2cc(C)c(F)cc2F)c1	-4.7
CN(Cc1ccc(F)cc1F)C(=O)c1ccc2c(c1)OCC(=O)N2	-15.1
CN(C)S(=O)(=O)NCc1cccnc1N1CCc2ccccc2C1	-4.3
O=C1CCC(C(=O)N2CCc3sccc3C2)CN1Cc1ccccn1 (stereo unspecified)	-8.2
CC(C)NC(=O)[C@@H]1C[C@H](N)CN1CC1=CC[C@H]2C[C@@H]1C2(C)C	-15.2
Cc1ccc(Cc2nnc(Nc3ccccc3)[nH]c2=O)cc1	-3.0
O=C(O)c1nn(-c2ccc(F)cc2)c(=O)n(Cc2ccccc2F)c1=O	-8.1
CN1C(=O)c2ccc(NC(=O)C(C)(C)c3cccs3)cc2C1=O	-1.6
COc1ccc2oc(=Nc3ccc(Cl)cc3Cl)c(-c3nc4ccccc4[nH]3)cc2c1	36.9
Cc1cccc(CN2CCC(N3CCC(C(=O)NCCc4ccco4)CC3)CC2)n1	-8.4
Cc1cc(CN2CCC(Cc3nn(C)c(=O)n3-c3ccccc3)CC2)on1	8.8
CC(C)C1CN(C(=O)c2cc(=O)[nH][nH]2)CCC(=O)N1Cc1ccc(F)cc1 (stereo unspecified)	-28.8
N#CCSc1nc2cc3c(cc2c(=O)n1CCC(=O)N1CCN(c2ccccc2)CC1)OCO3	-5.6
O=c1c2sccc2nc(SCc2cc(=O)n3cc(Br)ccc3n2)n1C1CC1	-4.6
CCc1cc(CN(C)Cc2cc3c(cc2Cl)OCO3)on1	-3.7
O=S(=O)(c1ccccc1)N1CCN(C2Cc3ccccc3C2)CC1	-17.0
Cc1cc([N+](=O)[O-])nn1CC(=O)N1CCN(C)CC1	-1.6
Cc1ccc(C2=NOCC(=O)N2C)cc1	-11.7
CCc1ccc(N2CC(C(=O)NCc3ccco3)CC2=O)cc1 (stereo unspecified)	-2.1

Sorted by molar mass (rising): 3 of the compounds above.
Compound	mcGAS RapidFire
Cc1ccc(C2=NOCC(=O)N2C)cc1	-11.7
Cc1cc([N+](=O)[O-])nn1CC(=O)N1CCN(C)CC1	-1.6
N#CCSc1nc2cc3c(cc2c(=O)n1CCC(=O)N1CCN(c2ccccc2)CC1)OCO3	-5.6

The list continues.
Compound	mcGAS RapidFire
CCOc1cc(/C=C/c2nc3ccccc3c(=O)[nH]2)cc(Br)c1OC	19.3
CCCCCOc1cc(NCc2ccccc2)nc(NC(C)=O)n1	-5.6
CC(=O)NCc1ccc(S(=O)(=O)Oc2cccc(C(F)(F)F)c2)cc1	-5.3
C=C(C)COc1ccccc1C(=O)N(CC)C1CCOC(C)(C)C1 (stereo unspecified)	-9.4
O=C(NNC1CC(=O)N(c2ccc(F)c(Cl)c2)C1=O)c1ccncc1 (stereo unspecified)	-5.2
NC(=O)c1cccc(F)c1I	-11.5
Cc1cnccc1CNC(=O)c1ccc(OC2CCN(S(C)(=O)=O)CC2)c(Cl)c1	-3.0
O=C(CN1CCOC1=O)N1CCCC(CCc2ccc(F)c(F)c2)C1 (stereo unspecified)	-4.9
Cc1ccc(F)c(CN2C[C@@H](C(=O)O)C[C@@H](C(=O)NC3CC3)C2)c1Cl	-2.0
Cc1cccc(OCC2c3ccsc3CCN2C(=O)CNCC2CCCO2)c1 (stereo unspecified)	-11.4
O=C(c1ccc(Cl)cc1)N1CCC(N2CCC(C(=O)N3CCOCC3)CC2)CC1	2.8
CC(=O)Nc1nc(CN2CCSC3(CCCCC3)C2)cs1	-8.8
Cc1nnc(SC(C(=O)c2ccccc2)c2ccccc2)s1 (stereo unspecified)	-1.5
Cc1cc2nc(C(=O)N[C@H]3C[C@H]4C(=O)N(C)CC(=O)N4C3)cc(C)n2n1	-18.3
CC1CN(C(=O)c2ccccc2)OC(c2ccc(Cl)cc2Cl)O1 (stereo unspecified)	-10.8
COC(=O)c1ccc(N2C(=O)CSC2c2ccc(OC(F)F)cc2)cc1 (stereo unspecified)	-13.5
Cc1c(C(=O)O)sc2ncnc(N(C)CCN3CCCCC3=O)c12	-13.0
NS(=O)(=O)c1cc(S(=O)(=O)c2ccc(Cl)c(S(N)(=O)=O)c2)ccc1Cl	-5.0
COc1cccc(CN(C)CCC(=O)NCC(=O)c2ccccc2)c1	-11.5
CC/C=C/CC(=O)N1CCCC2(CCCN(CC)C2)C1 (stereo unspecified)	-9.3
O=C(NCc1cn2cc(Br)ccc2n1)c1ccc[nH]c1=S	-2.9
CO[C@H]1CC(O[C@@H]2/C(C)=C/C[C@@H]3C[C@@H](C[C@]4(C=C[C@H](C)[C@@H](C5CCCCC5)O4)O3)OC(=O)[C@@H]3C=C(C)[C@@H](O)[C@H]4OC/C(=C\C=C\[C@@H]2C)[C@]43O)O[C@@H](C)C1O[C@H]1C[C@H](OC)[C@@H](O)[C@H](C)O1 (stereo partly specified)	-3.6
CN(C(=O)C1CCCC(C(F)(F)F)C1)c1ccc(S(C)(=O)=O)cc1 (stereo unspecified)	7.0
CN(C)C(=O)c1cccc(CNc2ccc(C#N)cn2)c1	-9.6
COc1ccc(OC)c(S(=O)(=O)NCCNc2cccc(C)n2)c1	-5.2
CCOC(=O)c1c(NC(=O)c2ccccc2F)sc(C(=O)Nc2ccc3c(c2)OCO3)c1C	-9.8
O=C1CCCN1CCCc1nc(-c2cccs2)no1	7.7
Cn1cccc1C(=O)NS(=O)(=O)c1cccc2cccnc12	-13.3
O=C(NC1CCCN(C2Cc3ccccc3C2)C1)C1(N2CCOCC2)CCCCC1 (stereo unspecified)	-0.8
O=C1CCCCN1CCCC(=O)N1CCOC(Cc2ccccc2)C1 (stereo unspecified)	-8.2
Cc1cccc(NC(=O)CN(C)CC(=O)Nc2c(C#N)c(C)c(C)n2Cc2ccco2)c1C	-1.8
Cc1cn2c3c(=O)n(Cc4ccccc4F)c(=O)n(C)c3nc2n1CCCn1ccnc1	-9.5
Cc1ccsc1C=Nc1c(F)c(F)c(F)c(F)c1F	-20.9
Cc1ccc2c(c1)c(CNc1nccc(CCC(F)(F)F)n1)nn2C	0.9
COc1cccc(NC(=O)C(CCSC)NC(=O)N2CC(=O)Nc3ccccc32)c1 (stereo unspecified)	-6.2
O=C(CCS(=O)(=O)c1ccccc1)N1CCN(C(=O)C2CC2c2ccc(F)cc2)CC1 (stereo unspecified)	-3.3
CC(C)(C)C(O)/C=C/c1ccc2c(c1)OCO2 (stereo unspecified)	-3.0
COc1ccc(-n2nc([N+](=O)[O-])c(=NCCc3ccc(Cl)cc3)n2O)cc1	-26.7
CC(C)(C)CC1CCCN1C(=S)NC1CC1 (stereo unspecified)	14.2
Cc1cc(C)n(-c2ccc(C(=O)NC(Cn3ccnc3)C(C)C)cc2)n1 (stereo unspecified)	-2.5
CCOC(=O)c1nn(-c2ccccc2C)c(=O)cc1OCC(=O)Nc1ccccc1OCC	-8.6
O=[N+]([O-])c1cnn(Cc2nc(-c3ccc(-n4cccc4)cc3)no2)c1	10.5
Cn1c(=O)c2c(nc(N3CCCCC3)n2CCCc2ccccc2)n(C)c1=O	-1.2
CCCn1nccc1C(=O)N1CCOc2c(O)cc(-c3cccnc3)cc2C1	-0.3
CCc1nn2c(nnc3c(=O)n(-c4ccccc4F)ccc32)c1-c1ccc(Cl)cc1	-9.0
O=C1OCCC1Sc1nc2cc(Cl)ccc2s1 (stereo unspecified)	3.4&5.7
O=C(COC1CCCCC1)Nc1ccc2c(c1)OC1(CCCCC1)O2	-8.9
Cc1cc(CN(C)C(=O)c2coc(COc3cccc4cccnc34)n2)no1	-13.6
COc1ccc(C=C2SC(=O)N(CCNC(=O)C(C)(C)C)C2=O)cc1	-3.2
O=C(COc1ccccc1F)N(Cc1nnc(-c2ccc(Cl)cc2)o1)C1CC1	9.9

Carrying on.
Compound	mcGAS RapidFire
CCCCCOC(=O)C1=C(C)NC2=C(C(=O)CCC2)C1c1ccc(C)cc1 (stereo unspecified)	0.8
CC(=O)Nc1ccc(C)c(S(=O)(=O)NCCc2ccc(C(C)C)cc2)c1	-8.8
O=c1cc(-c2ccc(O)cc2)oc2ccc(O)cc12	4.0
Cc1ccc(-c2cccc(-n3cnnc3)c2)c2cccnc12	-9.4
O=C1NCCN(Cc2cccc(F)c2F)C1CC(=O)N1CCCCCC1 (stereo unspecified)	-3.6

Looked up above:
O=c1cc(-c2ccc(O)cc2)oc2ccc(O)cc12 in mcGAS RapidFire → 4.0
O=C1NCCN(Cc2cccc(F)c2F)C1CC(=O)N1CCCCCC1 (stereo unspecified) in mcGAS RapidFire → -3.6
CCCCCOC(=O)C1=C(C)NC2=C(C(=O)CCC2)C1c1ccc(C)cc1 (stereo unspecified) in mcGAS RapidFire → 0.8
CC(=O)Nc1ccc(C)c(S(=O)(=O)NCCc2ccc(C(C)C)cc2)c1 in mcGAS RapidFire → -8.8

Screening data: PubChem BioAssay, Fisher Drug Discovery Resource Center

A portion of the library, so the mix of outcomes need not match the whole.
